TAG inh: inhibitors of triacylglycerol accumulation, primary screen, cell-based, uHTS, fluorescence, H9c2 | AID 651582, 2012 | actives 0.66% (n = 230,000) | H9c2 cells, Nile Red lipid (TAG) fluorescence; cells loaded with 200 µM oleic acid | inhibition, % at 12.5 µM;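 active means pattern-corrected inhibition of lipid staining of at least 50% with the nuclear-stain viability signal not falling by more than 50%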;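 further: 0% = DMSO wells and 100% = triacsin C control wells; some results filed as inactive read as strong as hits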
TAG inh DAPI viability: also measured in TAG inh; calls as there; DAPI nuclei signal change (viability), lower = more cytotoxic, %;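 whole-well DAPI fluorescence read on a plate reader as a viability signal; minus 50 percent equals half of cells still viable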
The depositor's hits bear a star. This is a subset (hit frequency here may not be typical).

Below each compound – TAG inh, TAG inh DAPI viability
- COc1ccccc1C1C(C(=O)NCc2ccccc2)=C(C)Nc2ncnn21 (stereo not given)
→ -6, 0
- COc1ccc(N(CCC#N)C(=O)/C(C#N)=C/c2cccs2)cc1
→ -8, -5
- Cc1nc2ccc(Br)cn2c1C(=O)N/N=C\c1ccccc1Cl
→ 1, -5
- CC1(C)CC2CC(C)(CN2C(=O)CN2C(=O)c3ccccc3C2=O)C1 (stereo not given)
→ 12, -4
- Cc1cc(NCc2ccccn2)n2ncc(-c3ccc(Cl)cc3)c2n1
→ 38, 31
- COc1cccc(COC(=O)CCNC(=O)c2ccc(Cl)cc2)c1OC
→ -14, 7
- O=C(CC(c1ccccc1)c1cc(Cl)ccc1O)N1CCOCC1 (stereo not given)
→ -4, -11
- O=C(Nc1ncc2c(n1)-c1ccccc1CC2)c1cccs1
→ 9, -2
- COc1ccc(N2CCN(C(=O)CCn3nnc4ccccc43)CC2)cc1
→ 4, 3
- O=C(COC(=O)c1ccccc1Nc1cccc(C(F)(F)F)c1)NCc1ccco1
→ -13, 17
- NC(=O)CC(NC(=O)c1ccccc1)c1ccc(N2CCN(c3ccccn3)CC2)c([N+](=O)[O-])c1 (stereo not given)
→ 6, 8
- CCC1SC2=NC(C)=C(C(=O)OCCOC)C(c3ccc(C(=O)OC)cc3)N2C1=O (stereo not given)
→ 16, -13
- COc1ccc(OC)c(/C=C(\C)C(=O)c2c(C)cc(C)[nH]c2=O)c1
→ -1, 4
- CC1(C)SC(C)(C)N(C=O)C1C(=O)O (stereo not given)
→ -12, -1
- C#CCN(C[C@@H]1[C@@H](OC(=O)NC2CCCC2)[C@@H](OC(=O)NC2CCCC2)Cn2c(=O)ccc(=O)n21)S(=O)(=O)c1ccc(C)cc1
→ 68, -65

Continuation:
Below each compound – TAG inh, TAG inh DAPI viability
- COc1ccccc1NS(=O)(=O)c1ccc(NC(=O)c2ccncc2)cc1
→ -26, 1
- O=C(Cn1c(=O)n(-c2ccc(F)cc2)c(=O)c2sccc21)NC1CCCCC1
→ 8, -10
- CN(C)c1ccc(NC(=O)CN2CCN(c3ccc(F)cc3)CC2)cc1
→ 9, 0
- CCc1ccc(N(C(=O)CCC(=O)Nc2cc(C)on2)C(C(=O)NC2CCCC2)c2ccco2)cc1 (stereo not given)
→ 17, 5
- Cc1ccc(S(=O)(=O)NC2CC3CCC2C3)cc1 (stereo not given)
→ -11, 2
- Cc1ccc(C(=O)NCC(C)NC(=O)c2ccc(C)c(C)c2)cc1C (stereo not given)
→ -2, -6
- O=C(COC(=O)/C=C/c1ccccc1)NCc1cccs1
→ -14, 3
- COc1cccc(NC(=O)CN(C)CC(=O)Nc2ccc(C)c(S(=O)(=O)N3CCOCC3)c2)c1
→ -15, -1
- Cc1cccc(/C=N/n2c(-c3ccco3)n[nH]c2=S)c1
→ 8, -7
- COc1cccc(N2CC(NS(=O)(=O)c3ccc(Cl)cc3)CC2=O)c1 (stereo not given)
→ -16, 2
- Cc1ccc(/C=C/C(=O)O)cc1S(=O)(=O)NCC1CCCO1 (stereo not given)
→ 17, -10
- Cc1cc(C)c(NC(=O)CNC(=O)c2ccccc2SCC(=O)N2CCCC2)c(C)c1
→ 7, -6
- Cc1cccc(N2C(=O)/C(=C/c3cccnc3)SC2=S)c1
→ -6, 0
- CC(C)C(=O)Nc1ccc(N2CCN(C(=O)c3cccs3)CC2)cc1
→ 2, -14
- CCOC(=O)C1CCCN(C(=O)CSCc2ccccc2)C1 (stereo not given)
→ -30, -3

New compounds follow
Below each compound – TAG inh, TAG inh DAPI viability
- Cn1ccnc1SCC(=O)c1ccc2ccccc2c1
→ -7, 7
- C[C@H](CO)N1C[C@H](C)[C@@H](CN(C)C(=O)Nc2ccc(C(F)(F)F)cc2)Oc2c(NC(=O)Nc3ccccc3)cccc2C1=O
→ 19, -1
- COc1ccc(C(c2nnnn2Cc2ccccc2)N2CCN(c3nc4ccccc4s3)CC2)cc1 (stereo not given)
→ 22, -4
- COc1ccccc1CNC(=O)COC(=O)CNS(=O)(=O)c1ccc(C)cc1
→ -17, 4
- Cc1ccc(SCC(=O)OCC(=O)N(CC(C)C)C2CCS(=O)(=O)C2)cc1C (stereo not given)
→ 8, 4
- CC1=C(C(=O)OCCOc2ccccc2)C(c2ccsc2)NC(=O)N1C (stereo not given)
→ -11, 0
- Cc1ncc([N+](=O)[O-])n1CC(=O)Nc1ccc2c(c1)OCO2
→ -4, -2
- OC(COCc1ccc2c(c1)OCO2)CN1CCN(Cc2ccccc2)CC1 (stereo not given)
→ -12, 10
- CC(=O)OC(COc1ccccc1)Cn1cnc2ccccc21 (stereo not given)
→ -6, 1
- Fc1ccc(OCCCCN2CCOCC2)cc1
→ -7, 11
- CC(C(=O)NC1CCCC1)N1CCN(S(=O)(=O)c2ccccc2Cl)CC1 (stereo not given)
→ -1, 2
- CCCCOC(=O)c1ccc(NC(=O)c2cc(Cl)c(Cl)cc2C(=O)O)cc1
→ 1, -8
- CC1(c2nnc(-c3ccc(Cl)cc3)o2)CC(c2cccc(Cl)c2)=NO1 (stereo not given)
→ 3, -7
- O=c1cc(CO)occ1OCc1c(F)cccc1Cl
→ 9, 0
- NS(=O)(=O)c1cccc(C(=O)N2CCCc3ccccc32)c1
→ -5, -7

(further entries)
Below each compound – TAG inh, TAG inh DAPI viability
- CC(C)(C)c1ccc(O)c(/C=N\O)c1
→ -3, -1
- c1ccc(CCN2CN(CCCN3CCOCC3)c3nc4ccccc4n3C2)cc1
→ 3, -3
- Nc1nc(-c2ccc(Cl)cc2)cn1N
→ 4, -11
- COc1cc(C2NC(=O)c3ccccc3O2)cc(OC)c1OC (stereo not given)
→ -4, 9
- CC(=O)N=c1sc(S(N)(=O)=O)nn1C
→ -2, 3
- Cc1ccc(NC(=O)Cn2cc3c(n2)CCC(C)C3)cc1 (stereo not given)
→ -5, 2
- CC(C)(C)C(=O)C(CO)(Oc1ccc(Cl)cc1)n1cncn1 (stereo not given)
→ -59, -13
- CCOC(=O)N1CCC(N2Cc3cccc(C(=O)NCc4ccc5c(c4)OCO5)c3C2=O)CC1
→ 8, -12
- CSc1nsc(SC)c1NC(=O)Nc1ccccc1C
→ -9, 3
- O=C(NCC1COc2ccccc2O1)Nc1ccccc1F (stereo not given)
→ 27, 10
- COc1ccc(CNC(=O)C2CC(c3cc(C(F)(F)F)cc(C(F)(F)F)c3)=NO2)cc1 (stereo not given)
→ -35, 2
- Cc1cccc(NC(=O)CN2C(=O)C3CC=CCC3C2=O)c1C (stereo not given)
→ 5, -4
- Cc1nn(-c2ncccn2)c2c1C(=O)CC(C)(C)C2Br (stereo not given)
→ 5, -1
- COC(=O)c1ccc(Cl)c(-c2ccc(/C=N/NC(=O)Nc3ccccc3)o2)c1
→ 3, 50
- CCc1nc2ccc(C(=O)NCCCn3ccnc3)cn2c1N(CC)CCN(C)C
→ 15, -6

(list continues)
Below each compound – TAG inh, TAG inh DAPI viability
- CN1CCN(S(=O)(=O)c2cc([N+](=O)[O-])ccc2N2CCCCCC2)CC1
→ 1, -3
- O=c1c(Cl)c(Cl)cnn1Cc1nnc(-c2ccccc2Br)o1
→ 48, -10
- S=C1N(c2ccccc2)CN(CCN2CCOCC2)CN1c1ccccc1
→ -8, -7
- CC1(C)OC(=O)C(=CNNc2c(Cl)cc(Cl)cc2Cl)C(=O)O1
→ -13, 10
- Cc1nc(SCc2ccc(Br)cc2)[nH]c(=O)c1C
→ -1, -3
- CCOC(=O)C1=C(COC(=O)c2cccnc2Cl)NC(=O)NC1C (stereo not given)
→ -36, -1
- Cc1ccn2c(=O)c(C(=O)NC3CCCCC3C)c(O)nc2c1 (stereo not given)
→ -2, -1
- CC1CCCCN1C(=O)COC(=O)C1CCN(S(=O)(=O)c2ccc(Cl)c(C(F)(F)F)c2)CC1 (stereo not given)
→ -12, 6
- CCCC(=O)N1CCC1(C)C(=O)Nc1ccc(OC(F)F)cc1 (stereo not given)
→ 4, -9
- Cc1ccc2[nH]c(=O)c(CN(CCO)C(=O)NCc3ccccc3)cc2c1
→ 4, 4
- CCc1nc(SCc2ccccn2)c2c(=O)n(C)c(=O)n(C)c2n1
→ 7, 4
- COc1ccc(Oc2nc(-c3ccccn3)nc3ccccc23)cc1
→ 62*, -21*
- COc1ccc([N+](=O)[O-])cc1NC(=O)c1ccc(-n2nc(C)cc2C)cc1
→ 4, -7
- Cc1ccc(-c2nn3c(C)nnc3s2)cc1NC(=O)COc1ccc(Cl)cc1
→ 13, -7
- Cc1cc(C(F)F)n2ncc(C(=O)NCc3ccc(F)cc3)c2n1
→ -7, 2

Some of these compounds in order of molecular weight, rising:
Below each compound – TAG inh, TAG inh DAPI viability
- Cc1nc(SCc2ccc(Br)cc2)[nH]c(=O)c1C
→ -1, -3
- CN1CCN(S(=O)(=O)c2cc([N+](=O)[O-])ccc2N2CCCCCC2)CC1
→ 1, -3
- O=c1c(Cl)c(Cl)cnn1Cc1nnc(-c2ccccc2Br)o1
→ 48, -10
- Cc1ccc(-c2nn3c(C)nnc3s2)cc1NC(=O)COc1ccc(Cl)cc1
→ 13, -7

Following part
Below each compound – TAG inh, TAG inh DAPI viability
- Cc1ccc2[nH]c(=O)cc(C(=O)OC(C)C)c2c1
→ 0, 7
- C=CCN(Cc1nc(-c2cc(OC)ccc2OC)oc1C)C1CCS(=O)(=O)C1 (stereo not given)
→ 5, -7
- O=C(O)c1cc(S(=O)(=O)N2CCCCC2)ccc1N1CCCCC1
→ -16, 0
- CCCCN(C(=O)c1ccc(-c2ccc([N+](=O)[O-])cc2)o1)c1c(N)n(CC(C)C)c(=O)[nH]c1=O
→ 4, -5
- Clc1cccc(NCc2nnc(SCc3ccccc3Cl)o2)c1
→ 17, -14
- O=C(N/N=C/c1cn(-c2ccccc2)nc1-c1cc2ccccc2o1)c1ccncc1
→ 28, -18
- CC(C)NC(=O)c1ccc2c(c1)S(=O)(=O)c1ccccc1C2=O
→ -3, 12
- O=C(C1COc2ccccc2O1)N1CCN(S(=O)(=O)c2ccccc2)CC1 (stereo not given)
→ 0, -3
- COc1cccc(OC)c1OCCOc1ccc(C(=O)c2ccccc2)cc1
→ -13, -2
- O=C(O)CC(NC(=O)C(c1ccccc1)c1ccccc1)c1ccco1 (stereo not given)
→ -5, -7
- CC(C)NS(=O)(=O)c1ccc(Br)c(C(=O)OC(C)C(=O)NC2CCCCC2C)c1 (stereo not given)
→ 4, -4
- O=C(NC1CCN(C(=S)NCCc2ccccc2)CC1)C1CC1
→ -9, 15
- Oc1c(C(c2cccs2)N2CCC3(CC2)OCCO3)sc2ncnn12 (stereo not given)
→ -1, -17
- Cc1cc(N2CCCCC2)nc2ccc(NC(=O)c3ccc(Br)o3)cc12
→ 32, 13
- O=C(C1=NOC(CNc2ncc(C(F)(F)F)cc2Cl)C1)N1CCOCC1 (stereo not given)
→ -3, 1

4 entries drawn at random from those above, as already listed:
Below each compound – TAG inh, TAG inh DAPI viability
- O=C(C1COc2ccccc2O1)N1CCN(S(=O)(=O)c2ccccc2)CC1 (stereo not given)
→ 0, -3
- C=CCN(Cc1nc(-c2cc(OC)ccc2OC)oc1C)C1CCS(=O)(=O)C1 (stereo not given)
→ 5, -7
- CC(C)NS(=O)(=O)c1ccc(Br)c(C(=O)OC(C)C(=O)NC2CCCCC2C)c1 (stereo not given)
→ 4, -4
- CCCCN(C(=O)c1ccc(-c2ccc([N+](=O)[O-])cc2)o1)c1c(N)n(CC(C)C)c(=O)[nH]c1=O
→ 4, -5

Following part:
Below each compound – TAG inh, TAG inh DAPI viability
- COc1cccc(-c2csc(/C(C#N)=C/Nc3cc4oc5ccccc5c4cc3OC)n2)c1
→ 5, 9
- N#Cc1ccc(COC(=O)c2cc(=O)c3ccccc3o2)cc1
→ -8, -9
- Clc1ccc(-c2nnc3sc(Cc4cccs4)nn23)c(Cl)c1
→ 17, -5
- CC(=O)c1cc(-c2ccccc2)[nH]c1N1CCCC1
→ -5, 1
- COc1ccc(NS(=O)(=O)c2ccc3c(c2)CCC(=O)N3)cc1O
→ 2, -3
- CC(C)CCN1CC(C(=O)N2CCN(c3ccc(F)cc3)CC2)CC1=O (stereo not given)
→ 15, -15
- O=C(O)/C(=C\c1ccc(C(F)(F)F)cc1)c1ccc(S(=O)(=O)N2CCCC2)s1
→ 1, 2
- CCC(=O)N1CCc2cc(Br)cc(S(=O)(=O)CCC(=O)N(CC)CC)c21
→ 0, 0
- Cc1cc2nc[nH]c(=O)n2n1
→ 3, -10
- CCCSc1nc(O)c(C2OC(=O)c3c2ccc(OC)c3OC)c(=O)n1C (stereo not given)
→ 4, 4
- COc1ccc(C(=O)Nc2ccccc2N2CCN(C(=O)c3ccccc3)CC2)cc1Br
→ 16, -2
- O=C(O)c1ccccc1SCC(=O)N1CCOCC1
→ 15, 5
- Cc1cccc(OCC(=O)OCC(=O)N2CCN(C(=O)c3ccco3)CC2)c1C
→ 13, -15
- Cc1cc(C)c(C#N)c(SCC(=O)CC(=O)OC(C)C)n1
→ 3, -2
- CC1CCCCC12NC(=O)N(CC(=O)OCC(=O)N(C)C1CCCCC1)C2=O (stereo not given)
→ -14, 2

Complete entries, quoted from the list. Order of screens: TAG inh | TAG inh DAPI viability
Shown for `Cc1cccc(OCC(=O)OCC(=O)N2CCN(C(=O)c3ccco3)CC2)c1C` : 13 | -15
Shown for `COc1ccc(NS(=O)(=O)c2ccc3c(c2)CCC(=O)N3)cc1O` : 2 | -3
Shown for `Cc1cc2nc[nH]c(=O)n2n1` : 3 | -10

(continued)
Below each compound – TAG inh, TAG inh DAPI viability
- COc1ccccc1/C=N/NC(=O)CC(=O)NCc1ccccc1
→ 0, 4
- O=S(=O)(Nc1cccc(S(=O)(=O)N2CCCC2)c1)c1cccs1
→ -12, -2
- CCOc1ccc(N2C(=O)CC(N(CCc3ccc(OC)c(OC)c3)C(=O)/C=C/C(=O)O)C2=O)cc1 (stereo not given)
→ 3, -1
- CC(=O)NC(=S)Nc1ccccc1C(=O)NC1CCCCC1
→ -7, 3
